thrombin 1536: human alpha-thrombin inhibitors, primary screen, counter-screen for coagulation protease inhibitor project, biochemical, 1536-well, fluorogenic AMC substrate; inhibition, % at 5 µM; Prothrombin (Homo sapiens), P00734; Boc-VPR-AMC fluorogenic substrate cleavage; actives 0.26% (n = 220,000);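 active means inhibition at or above 40%; inactive means inhibition below 40%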;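 further: 0% = enzyme with no compound and 100% = wells without enzyme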
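Test system: human alpha-thrombin protein / Dosing: one concentration per compound, 5 µM, with 0.2% DMSO / Medium: pH 7.5 Tris-saline with Tween 20 / Benchmarks: no-compound enzyme wells and no-enzyme blanks / Read-out basis: percent inhibition of thrombin substrate cleavage / Timing: reaction at room temperature / Measured by: fluorescence, ex 355 nm, em 460 nm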
eIF4E 4G PPI: eIF4E–eIF4G protein interaction inhibitors, primary screen, biochemical, uHTS, TR-FRET, eIF4GI fragment. inhibition, % at 21.7 µM. AID 782, 2007. TR-FRET eIF4E-eIF4GI(517-606) binding, 2 h. actives 0.37% (n = 220,000). Eukaryotic translation initiation factor 4E (Mus musculus) + Eukaryotic translation …;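 further: 0% = full FRET control wells and 100% = background wells lacking eIF4GI fragment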
p47phox inh: p47phox/p22phox peptide binding inhibitors, primary screen, biochemical, uHTS, NADPH oxidase regulatory subunit; Neutrophil cytosol factor 1 (Homo sapiens), P14598; fluorescence polarization, 2 h; inhibition, % at 24.7 µM; actives 0.53% (n = 220,000);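 further: 0% = p47phox with labelled peptide and 100% = labelled peptide alone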
Furin inhibitor: human furin inhibitors, primary screen, biochemical, fluorescence intensity. P09958. purified furin, fluorogenic substrate cleavage. inhibition, % at 30 µM. actives 0.061% (n = 220,000); in the data active means inhibition above about 25%; further: inactives centre near -15
Target sequence (P09958 108-714 limits assumed): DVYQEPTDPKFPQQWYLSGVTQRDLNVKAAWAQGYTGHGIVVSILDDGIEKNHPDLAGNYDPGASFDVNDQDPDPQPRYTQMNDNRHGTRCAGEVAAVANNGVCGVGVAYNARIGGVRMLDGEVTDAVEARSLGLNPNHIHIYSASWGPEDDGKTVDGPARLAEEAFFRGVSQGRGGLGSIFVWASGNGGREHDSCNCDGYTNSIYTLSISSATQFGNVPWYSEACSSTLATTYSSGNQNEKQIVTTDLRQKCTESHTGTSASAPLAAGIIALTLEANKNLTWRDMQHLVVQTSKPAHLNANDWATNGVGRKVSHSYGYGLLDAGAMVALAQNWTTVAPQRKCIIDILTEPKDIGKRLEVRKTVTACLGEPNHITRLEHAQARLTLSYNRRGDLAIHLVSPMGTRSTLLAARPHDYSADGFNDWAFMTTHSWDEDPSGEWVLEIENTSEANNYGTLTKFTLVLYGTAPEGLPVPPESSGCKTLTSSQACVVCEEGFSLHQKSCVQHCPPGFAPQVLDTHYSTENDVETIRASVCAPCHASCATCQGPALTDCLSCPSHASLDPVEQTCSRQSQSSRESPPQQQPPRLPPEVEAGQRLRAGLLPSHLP
14-3-3 Bad PPI: inhibitors of 14-3-3 zeta/Bad binding, primary screen, biochemical, TR-FRET, bovine 14-3-3 zeta. 14-3-3 protein zeta/delta (Bos taurus), P63103. TR-FRET 14-3-3zeta/Dy647-pBad peptide displacement, 1 h. inhibition, % at 21.7 µM. actives 0.71% (n = 220,000). AID 781, 2007;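 active means inhibition above about 70%, limit read from the data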;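 further: 0% = full 14-3-3 plus peptide FRET controls and 100% = background without 14-3-3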
Target sequence (P63103 whole entry, looked up): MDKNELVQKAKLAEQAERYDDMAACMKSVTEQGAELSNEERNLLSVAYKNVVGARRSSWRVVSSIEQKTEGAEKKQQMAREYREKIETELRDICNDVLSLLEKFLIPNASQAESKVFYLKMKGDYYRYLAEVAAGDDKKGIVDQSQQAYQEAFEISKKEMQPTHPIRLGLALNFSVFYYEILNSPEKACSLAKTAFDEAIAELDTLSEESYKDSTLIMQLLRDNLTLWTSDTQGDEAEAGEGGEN
EBV gp42 block: Epstein-Barr virus gp42 inhibitors, primary screen, biochemical, uHTS, fluorescence polarization | Glycoprotein 42 (Epstein-Barr virus (strain AG876)), Q1HVG2 | Fluorescence polarization binding assay, mP read-out | inhibition, % (tested at 21.74 µM) | actives 0.42% (n = 220,000); in the data active means inhibition above about 50%
Rad51 HR inh: human RAD51 strand exchange inhibitors, primary screen, biochemical, fluorescence | DNA repair protein RAD51 homolog 1 (Homo sapiens), Q06609 | hRad51 DNA strand exchange, fluorescence dequenching | inhibition, % at 10 µM | actives 0.085% (n = 200,000) | AID 1385, 2008;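 active means inhibition above 40% at the single screening dose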;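 further: 0% = DMSO control wells and 100% = blanks with heterologous ssDNA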
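Test system: preformed human Rad51 ssDNA filaments. Compound dosing: single dose, 10 µM final compound. Incubation: filaments 15 min 37 °C, then compound 30 min. Technique: FRET fluorescence dequenching, excitation 485 nm, emission 520 nm. Read-out basis: percent inhibition from fluorescence, normalised to plate control and blank means. Benchmarks: plate controls and plate blanks.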
hK5 inh: human KLK5 protease inhibitors, primary screen, biochemical, 1536-well. Kallikrein-5 (Homo sapiens), Q9Y337. recombinant hK5, fluorogenic AMC substrate cleavage. inhibition, % at 5 µM. actives 0.59% (n = 210,000);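 active means inhibition of 40% or more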;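 further: 0% = enzyme controls without compound and 100% = no-enzyme blanks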
Target sequence (Q9Y337 67-293 limits assumed): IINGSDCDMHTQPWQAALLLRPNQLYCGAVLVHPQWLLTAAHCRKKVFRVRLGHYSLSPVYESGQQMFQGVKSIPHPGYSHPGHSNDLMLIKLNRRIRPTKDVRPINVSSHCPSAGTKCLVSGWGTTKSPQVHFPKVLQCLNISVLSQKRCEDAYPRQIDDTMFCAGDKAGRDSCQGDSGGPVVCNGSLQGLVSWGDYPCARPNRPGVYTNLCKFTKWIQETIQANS
KCC2 mod: KCC2 cotransporter modulators, thallium flux, primary screen, cell-based, HEK293 KCC2, FluoZin-2 fluorescence, MLSMR; Solute carrier family 12 member 5 (Homo sapiens), Q9H2X9; B-score of Tl+ flux slope (higher = more flux/activation; lower = inhibition) at 10 µM; actives 2.2% (n = 190,000); KCC2 cells, thallium flux FluoZin-2 fluorescence; AID 1456, 2008;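 active means thallium flux slope and its plate-corrected score both differing from the plate sample mean at a set confidence after two filtering rounds, in either direction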;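 further: slope of fluorescence scaled to starting intensity during 10 to 20 s after thallium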
* hit, by the source's call; . = not tested or not shown; [ ] = another dose, or the depositor's remark.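 How the source made its calls, unless noted: active means inhibition above about 30% (limit read from the data); inactive means the rest.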 Compounds were not picked by outcome. Share with any hit: about 4.7%.

Start of the listing, in advance:
SMILES | thrombin 1536 | eIF4E 4G PPI | p47phox inh | Furin inhibitor | 14-3-3 Bad PPI | EBV gp42 block | Rad51 HR inh | hK5 inh | KCC2 mod
COC(=O)c1ccccc1C(=O)c1ccc2c(c1)NC(=O)CO2 | -0.7 | -1.1 | -4.3 | -12.6 | -1.4 | -8.2 | -7.7 | -5.4 | -0.0605
Cc1cc(N2CCN(C)CC2)nc2ccc(NC(=S)NCc3cccs3)cc12 | -1.5 | 1.2 | -4.5 | -19.5 | -5.5 | -2.6 | -3.1 | -0.9 | -0.216
CC(C)(C)c1cc(/C=N/NC(=O)Cc2nc3ccccc3[nH]2)cc(C(C)(C)C)c1O | 1.1 | -1.0 | -1.9 | -0.7[20 µM] | 1.2 | -9.7 | 2.9 | -121.5 | 0.0132
CC(C)(C)C(=O)CSc1ncccn1 | -0.4 | -4.3 | 1.0 | -21.9 | -17.8 | -8.7 | 11.9 | 1.4 | 0.609

This part in full (from the top)
SMILES | thrombin 1536 | eIF4E 4G PPI | p47phox inh | Furin inhibitor | 14-3-3 Bad PPI | EBV gp42 block | Rad51 HR inh | hK5 inh | KCC2 mod
COC(=O)c1ccccc1C(=O)c1ccc2c(c1)NC(=O)CO2 | -0.7 | -1.1 | -4.3 | -12.6 | -1.4 | -8.2 | -7.7 | -5.4 | -0.0605
Cc1cc(N2CCN(C)CC2)nc2ccc(NC(=S)NCc3cccs3)cc12 | -1.5 | 1.2 | -4.5 | -19.5 | -5.5 | -2.6 | -3.1 | -0.9 | -0.216
CC(C)(C)c1cc(/C=N/NC(=O)Cc2nc3ccccc3[nH]2)cc(C(C)(C)C)c1O | 1.1 | -1.0 | -1.9 | -0.7[20 µM] | 1.2 | -9.7 | 2.9 | -121.5 | 0.0132
CC(C)(C)C(=O)CSc1ncccn1 | -0.4 | -4.3 | 1.0 | -21.9 | -17.8 | -8.7 | 11.9 | 1.4 | 0.609
COC(=O)C(CC(C)C)Oc1ccc2c(C)cc(=O)oc2c1 (centres undefined) | -8.7 | -2.6 | -4.4 | -7.0[20 µM] | 7.2 | -27.4 | -2.2 | 8.2 | .
COc1ccccc1NC1=NC(c2ccc(Cl)cc2)N=C(N)N1 (centres undefined) | -6.8 | 1.9 | -14.2 | 0.6[20 µM] | -0.1 | -14.5 | -4.7 | -0.2 | -0.427
N#Cc1sc2nc3c(c(-c4ccco4)c2c1N)CCCC3 | 11.9 | -7.4 | -4.3 | -23.6 | -10.1 | 3.6 | . | 1.2 | -0.338
Cc1ccccc1C(=O)NCCCc1ccccc1 | -4.9 | 1.8 | -2.4 | -19.5 | 0.9[fluorescence artefact?] | -9.9 | . | -6.3 | 0.101
O=C(Cc1c[nH]c2ccccc12)Nc1nc2ccccc2[nH]1 | -19.3 | -0.1 | -14.7 | -30.6 | -5.7[fluorescence artefact?] | -11.0 | -0.5 | 1.8 | -0.605
C[C@H](NC(=O)NC1CCCc2ccccc21)C(=O)O (some centres undefined) | -6.1 | 0.6 | -10.1 | -10.3[20 µM] | 0.8 | -12.8 | -9.2 | 5.1 | 0.277
O=c1c(C(c2nnnn2C2CCCCC2)N2CCCCC2)coc2ccc(Cl)cc12 (centres undefined) | -3.4 | 3.6[fluorescence artefact?] | -13.2 | -19.8 | -3.8 | -19.9 | -6.2 | -14.9 | -1.22
NC(=O)C1(C(N)=O)OC1c1ccc(Cl)c(Cl)c1 (centres undefined) | 0.1 | -0.5 | -15.5 | -18.9 | 3.0 | -9.1 | 2.0 | 0.0 | 0.888
CC(C)(C)c1cn(-c2ccc(F)cc2)c(=S)[nH]1 | -2.9 | -1.8 | -17.2 | -18.9[20 µM] | -27.4[fluorescence artefact?] | -12.2 | -3.2 | -12.2 | 0.763
COc1ccc(C(=O)N(CC2CCCO2)C(C(=O)NCCC(C)C)c2ccc(C)cc2)cc1OC (centres undefined) | -1.8 | -2.0 | -18.5 | -13.2 | -0.9 | -6.0 | -3.5 | -6.9 | -0.696
Cc1cccc(/C=C\c2nc3ccccc3c(=O)[nH]2)c1 | 2.3 | 0.7 | -1.3 | -20.8 | -0.5 | 4.0 | . | -5.1 | 0.716
CCCn1c(NCc2cc(C)ccc2O)nc2ccccc21 | 1.5 | . | 2.2 | -5.0[20 µM] | . | -9.7 | 0.0 | 3.6 | 0.927
CC(C)NC(=O)c1ccc(-n2nc(C(F)(F)F)c3c2CCCC3)cc1 | -2.8 | -4.6 | -5.4 | -22.5 | 2.1 | -10.7 | -1.4 | -8.1 | 0.563
O=C(O)c1cccc(-n2cccc2/C=C2/NC(=O)N(c3cccc(Cl)c3)C2=O)c1 | 1.7 | 13.6 | -27.4 | -17.2 | 54.3 | -25.4 | -32.1 | 4.2 | -1.71
CCc1cc2c(N3CCN(C(=O)c4ccco4)CC3)ncnc2s1 | -13.5 | 2.1 | -8.1 | -30.6 | -5.8 | -17.2 | 1.5 | 2.4 | -2.42
CCc1c(C(=O)NN2C(=O)C3CCCCC3C2=O)csc1C (centres undefined) | 0.4 | 17.8 | -3.2 | -17.4 | 4.5 | -1.6 | 6.5 | -6.6 | 0.0116
CN1/C(=C\C(=O)C[n+]2cccc(Br)c2)C(C)(C)c2ccccc21 | -5.0 | -5.3 | -98.6 | -22.4 | -13.7 | -16.5 | 2.8 | 2.0 | -0.485
O=c1c2ccc([N+](=O)[O-])cc2ncn1Cc1ccccc1C(F)(F)F | 0.6 | 1.1 | -13.0 | -25.1 | -13.2 | -8.0 | 8.8 | 0.0 | -0.478
O=C(CSC(=S)N1CCSCC1)c1ccccc1 | 2.7 | -1.3 | 4.2 | -24.9 | -1.8 | -4.7 | 1.2 | -2.5 | 1.8
CCN(CC)CCCn1c(C)cc2c(c1=O)C(c1cc(OC)c(OC)cc1OC)C(C#N)=C(N)O2 (centres undefined) | 9.3 | -2.5 | 8.9 | -15.9 | -2.9 | -13.4 | -12.5 | 3.2 | 0.251
NC(=O)N/N=C/c1cn(-c2ccccc2)nc1-c1ccccc1 | -0.5 | 0.7 | -2.1 | -32.0 | -3.7 | -18.9 | 18.4 | 1.2 | -0.444
Other compounds follow:
SMILES | thrombin 1536 | eIF4E 4G PPI | p47phox inh | Furin inhibitor | 14-3-3 Bad PPI | EBV gp42 block | Rad51 HR inh | hK5 inh | KCC2 mod
CCc1nc2sc3c(c2c(=O)n1N)CCC3 | 1.8 | -4.5 | 3.4 | -19.6 | -9.4 | -6.6 | 3.5 | -11.7 | .
COc1cc(NC(=S)N2CCN(C(=O)c3ccco3)CC2)c(OC)cc1Cl | -11.6 | -2.6 | -4.5 | -16.0 | 5.2 | -4.4 | 4.3 | 9.9 | -0.627
CCOC(=O)COn1c(=O)c(-c2cccs2)[n+]([O-])c2ccccc21 | 19.0 | 12.6[fluorescence artefact?] | -7.0 | -14.9 | -9.6[fluorescence artefact?] | -19.8 | 9.1 | 29.7 | 1.76
CC(C)(C)N(NC(=O)OCc1ccccc1)C(=O)c1ccccc1 | -9.6 | -24.4 | -11.3 | -12.6 | 2.5 | 16.0 | -2.4 | -9.5 | -0.0135
O=C(CN1CCN(Cc2ccccc2F)C1=O)NCC1CCCO1 (centres undefined) | 2.2 | 1.0 | -12.7 | -21.4 | 2.6 | -16.3 | -10.2 | 2.9 | -0.17
O=C(Nc1ccc2c(c1)OCCO2)C1CCN(S(=O)(=O)c2cccc3nsnc23)CC1 | 3.2 | 4.4 | -9.8 | -12.0 | 4.0 | -34.7 | 4.6 | 3.2 | 1.67
Cc1[nH]c2ccc(CNS(=O)(=O)c3ccc(S(=O)(=O)N4CCOCC4)cc3)cc2c1C | -4.8 | 2.3 | -15.4 | -3.0[20 µM] | 13.2 | -11.8 | -1.0 | 7.3 | -0.124
CCOc1ccc(/C(CCC(=O)O)=N/NC(=S)NCCc2ccccc2)cc1 | 0.1 | -0.5 | -15.4 | -22.0 | 4.4 | -1.8 | 2.1 | 2.4 | -0.428
COC(=O)c1cc2oc(C)cc2n1CC(=O)Nc1ccc(C)c(C)c1 | -11.5 | -1.2 | -14.9 | -9.1[20 µM] | 48.5[fluorescence artefact?] | 7.9 | -4.6 | -18.8 | 0.125
O=C(Cc1csc(-c2ccccc2)n1)NCc1ccco1 | -3.9 | -1.4 | 1.7 | -19.7 | -4.9 | 2.1 | 22.5 | -1.7 | -2.72
c1ccc2nc3c(cc2c1)CCCCCC3 | 0.6 | -0.6 | -5.2 | -14.1[20 µM] | 7.4 | -5.6 | -6.1 | 14.1 | .
CC(C)NC(=O)C(=O)NCCc1ccc(Cl)cc1 | 1.4 | -5.9 | -1.3 | -19.9[20 µM] | 3.0 | -5.1 | . | 13.4 | .
Cc1ccc(S(=O)(=O)N2CCN(C(=O)CSc3nnc(C)s3)C2)cc1 | -3.7 | 3.8 | -11.9 | -24.1 | 0.8[fluorescence artefact?] | -12.6 | -6.0 | -10.3 | -0.0308
Cc1ccc(CNC(=O)C23CN(Cc4ccccc4)CC2C(c2ccc([N+](=O)[O-])cc2)=NO3)cc1 (centres undefined) | -3.9 | 5.3 | 8.0 | 4.7[20 µM] | 51.5 | -7.7 | -7.0 | . | -2.65
Clc1ccc(OCc2nnc(SCc3nnc(-c4ccccc4)o3)o2)c(Cl)c1 | -1.1 | -5.7 | -9.9 | -7.4 | -3.1 | -9.8 | -6.2 | 0.5 | .
COC(=O)c1ccccc1NC(=O)C1CCN(C(=O)c2cc(OC)c(OC)c(OC)c2)CC1 | 1.4 | -0.5[fluorescence artefact?] | -8.4 | -16.2[20 µM] | 13.0[fluorescence artefact?] | -2.5 | 0.5 | -23.0 | 0.107
Cn1c(=O)n(C)c2cc([N+](=O)[O-])c(N3CCN(C(=O)c4ccccc4)CC3)cc21 | -3.0 | 2.9 | -10.5 | -8.1 | 7.0 | 2.1 | -1.9 | 3.6 | .
O=C(c1cccc(F)c1)N1CCN(CC2CC3C=CC2C3)CC1 (centres undefined) | -5.0 | -11.5 | -14.5 | -22.0 | 48.7[fluorescence artefact?] | -3.2 | 0.8 | -15.8 | -0.107
O=C(C1CCCN1C(=O)c1cccs1)N1CCc2ccccc21 (centres undefined) | 2.2 | -2.6[fluorescence artefact?] | -10.9 | -20.6 | 7.8[fluorescence artefact?] | -11.7 | 9.4 | 7.3 | -1.39
Cc1cc(C)c(C)c(C(=O)CSc2nnc(-c3ccc4[nH]c(C)c(C)c4c3)o2)c1C | -0.6 | 5.1 | -14.9 | -15.8[20 µM] | 72.9* | -21.5 | -7.6 | 0.3 | -1.19
CCOC(=O)c1cn(Cc2ccccc2)c2cc(C)nn2c1=O | -2.7 | -1.4 | -2.3 | -21.9 | -20.1 | -18.9 | 6.6 | -0.9 | .
O=C(Cn1nc(C(F)(F)F)c2c1CCCCC2)N1CCOCC1 | -3.5 | 4.4 | -3.1 | -18.1[20 µM] | -5.0 | -4.9 | 11.2 | 5.1 | -0.227

Screening data deposited in PubChem by several laboratories.
